Bioassay records deposited in PubChem BioAssay by National Center for Advancing Translational Sciences (NCATS).
RXFP1 antag: qHTS Assay for Antagonists of the Relaxin Receptor RXFP1; Relaxin receptor 1 (Homo sapiens), Q9HBX9; HEK293-RXFP1, relaxin-stimulated cAMP HTRF, 30 min; stronger effect = lower value; activity change, negative = inhibition, % at 57.5 µM; actives 0.59% (n = 350,000);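 active = activity change of -60% or lower, but not beyond a set lower limit; inconclusive = change between -60% and -40%, or beyond the set limit; inactive = change above -40%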; note: % is set by controls: 0 for no effect and ±100 for the full control effect
Pol beta inh: qHTS Assay for Inhibitors of DNA Polymerase Beta. P06746. Pol beta primer extension/strand displacement, fluorescence kinetic. Potency, µM (top dose mostly 114 µM), without a hit: at the top dose activity change, negative = inhibition, hits mostly inhibitors. actives 1.3% (n = 340,000); note: potency is the fitted concentration of half-maximal effect; % is set by controls: 0 for no effect and ±100 for the full control effect
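Values derive from four-parameter Hill fits of normalized kinetic data: reads at 0 and 10 min following addition of 50 nM substrate to 10 nM Pol beta preincubated 15 min with compound.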
APE1 inh: qHTS Assay for Inhibitors of the Human Apurinic/apyrimidinic Endonuclease 1 (APE1). recombinant APE1, TAMRA/BHQ-2 abasic DNA cleavage fluorescence. AID 2517, 2012. DNA repair nuclease/redox regulator APEX1 (Homo sapiens), P27695. actives 0.35% (n = 350,000). Potency, µM (series often up to 65.8 µM), for inactives: at the highest dose activity change, negative = inhibition, actives largely listed as inhibitors;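 note: potency is the fitted concentration of half-maximal effect; plate controls were vehicle for no effect and reference inhibitor for full effect; nearly all actives have a fitted effect of over 55% in size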
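Enzyme (0.75 nM final) and test compound are incubated 15 min at room temperature before adding 50 nM quenched THF abasic-site duplex. Cleavage dequenches TAMRA, followed at 525/598 nm over three reads one minute apart.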
Anesthetic bind: qHTS Assay for Identification of Novel General Anesthetics | apoferritin/1-aminoanthracene competitive binding, fluorescence | Potency, µM (doses to about 77.5 µM), for inactives: top-dose activity change, negative = displacement, hits mostly inhibitors | actives 0.074% (n = 350,000) | AID 485281, 2010; note: potency is the fitted concentration of half-maximal effect; % is set by controls: 0 for no effect and ±100 for the full control effect; nearly all actives have a fitted effect of over 20% in size
Target sequence (P02791 2-175 limits assumed): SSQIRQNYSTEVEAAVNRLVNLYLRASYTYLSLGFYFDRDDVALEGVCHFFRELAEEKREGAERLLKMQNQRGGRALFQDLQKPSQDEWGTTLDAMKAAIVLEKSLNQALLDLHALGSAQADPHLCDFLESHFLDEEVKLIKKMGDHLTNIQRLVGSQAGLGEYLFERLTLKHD
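Concentration-response curves derived by four-parameter Hill fitting of normalized fluorescence, where compounds displaced 1-AMA from 10 uM horse apoferritin following a brief 10 min room-temperature incubation; propofol titration acted as positive control.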
BLM helicase inh: qHTS Assay for Inhibitors of Bloom's syndrome helicase (BLM); recombinant BLM DNA unwinding, fluorescence dequenching; AID 2528, 2010; Potency, µM (top dose mostly 56.1 µM), without a hit: top-dose activity change, negative = inhibition, usual class: inhibitors; actives 0.2% (n = 350,000);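 note: potency is the fitted concentration of half-maximal effect; plate controls were vehicle for no effect and no enzyme for full effect; nearly all actives have a fitted effect of over 35% in size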
Pol eta inh: qHTS for Inhibitors of Polymerase Eta; DNA polymerase eta (Homo sapiens), Q9Y253; recombinant Pol eta, fluorescent DNA replication assay; Potency, µM (top dose mostly 114 µM), inactives show at the highest dose activity change, negative = inhibition, hits mostly inhibitors; actives 1.2% (n = 390,000); note: potency is the fitted concentration of half-maximal effect; % is set by controls: 0 for no effect and ±100 for the full control effect
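Fluorescent replication assay: 50 nM final substrate added after a 15 min room-temperature compound preincubation with 10 nM enzyme. Signal taken at 0 min and again at 10 min.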
POLK inh: qHTS for Inhibitors of Polymerase Kappa; Potency, µM (top dose mostly 107 µM), without a hit: at the top dose activity, negative = inhibition, actives largely listed as inhibitors; actives 0.53% (n = 400,000); DNA polymerase kappa (Homo sapiens), Q9UBT6; purified Pol kappa, fluorescent DNA synthesis assay, 10 min; AID 588579, 2011; note: potency is the fitted concentration of half-maximal effect; % is set by controls: 0 for no effect and ±100 for the full control effect
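First, compounds were pin-transferred onto 10 nM Pol kappa. After 15 min at room temperature, substrate was added to 50 nM final. Fluorescence was then measured kinetically at 0 and 10 min.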
Pol iota inh: qHTS for Inhibitors of Polymerase Iota | DNA polymerase iota (Homo sapiens), Q9UNA4 | Pol iota fluorescent replication assay, 10 min | Potency, µM (titrated, usually from 115 µM), inactives show top-dose activity, negative = inhibition, most hits filed as inhibitors | actives 1% (n = 390,000) | AID 588590, 2011; note: potency is the fitted concentration of half-maximal effect
Target sequence (Q9UNA4 whole entry, looked up): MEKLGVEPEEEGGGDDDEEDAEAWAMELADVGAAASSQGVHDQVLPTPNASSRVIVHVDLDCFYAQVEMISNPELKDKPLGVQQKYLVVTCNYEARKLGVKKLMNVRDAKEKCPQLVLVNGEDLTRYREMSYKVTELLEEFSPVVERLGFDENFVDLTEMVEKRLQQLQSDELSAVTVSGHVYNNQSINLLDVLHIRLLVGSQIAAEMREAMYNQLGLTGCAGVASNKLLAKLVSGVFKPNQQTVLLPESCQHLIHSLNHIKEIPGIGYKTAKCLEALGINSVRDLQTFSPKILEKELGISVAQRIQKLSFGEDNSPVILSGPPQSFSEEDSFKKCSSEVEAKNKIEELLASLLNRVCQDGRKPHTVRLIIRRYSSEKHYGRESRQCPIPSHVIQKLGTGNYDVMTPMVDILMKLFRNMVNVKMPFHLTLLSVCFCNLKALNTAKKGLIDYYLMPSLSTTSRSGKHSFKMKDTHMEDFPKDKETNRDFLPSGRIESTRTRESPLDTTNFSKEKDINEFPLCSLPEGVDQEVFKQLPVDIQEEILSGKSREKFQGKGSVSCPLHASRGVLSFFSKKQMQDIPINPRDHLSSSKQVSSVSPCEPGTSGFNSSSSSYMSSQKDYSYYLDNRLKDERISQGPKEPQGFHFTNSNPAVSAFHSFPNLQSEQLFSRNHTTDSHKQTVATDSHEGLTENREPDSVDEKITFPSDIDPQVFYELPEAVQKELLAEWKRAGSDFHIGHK
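Fluorescent replication assay read twice, at 0 min and 10 min after adding 50 nM (final) substrate. Enzyme (10 nM) and compounds were first incubated 15 min at room temperature; enzyme-free buffer wells were negative controls.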
PGK inhibitor: qHTS Assay to Find Inhibitors of Phosphoglycerate Kinase; PGK/GAPDH coupled, Kinase-Glo luminescence, 60 min; Potency, µM (series often up to 57.5 µM), inactives show at the top dose activity change, negative = inhibition, hits mostly inhibitors; actives 0.043% (n = 380,000); note: potency is the fitted concentration of half-maximal effect; % is set by controls: 0 for no effect and ±100 for the full control effect; nearly all actives have a fitted effect of over 60% in size
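Recombinant glycosomal PGK reaction used 1,3-bisphosphoglycerate generated in-well by GAPDH (100nM final) in 100mM TEA pH 7.6, 5mM MgCl2, 0.01% Tween-20. After 60 minutes at room temperature, ATP was read by Kinase-Glo Plus luminescence end-point.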
An asterisk follows results filed as active; i = inactive; ? = inconclusive; . = no result given; [ ] = another dose, or the depositor's remark. Unless noted, calls come from the whole dose curve; as a rule, active = well fitted curve in the direction sought with a large enough effect; inconclusive = small, poorly fitted or top-dose-only effect, or another doubt; inactive = no such curve, though single readings can be large; an effect the other way counts as inactive or inconclusive.

SMILES	RXFP1 antag	Pol beta inh	APE1 inh	Anesthetic bind	BLM helicase inh	Pol eta inh	POLK inh	Pol iota inh	PGK inhibitor
COc1cccc(/C=C/C(=O)OCC(=O)Nc2cccc(S(=O)(=O)NC3=NCCCCC3)c2)c1	-3	.	10%	.	.	-5%	-2%	45%[activator]	7%
COc1ccc(-c2nc(CSCC(=O)N3CCN(C)CC3)c(C)o2)cc1OC	.	21%	1%	-14%	0%	-13%	-2%	51%[activator]	-8%
Nc1c(C(=O)NCCC2=CCCCC2)sc2ccc(S(=O)(=O)N3CCCCC3)cc12	3	18%	8%	121%[activator]	-6%	-7%	-13%	-3%	7%
CSCC[C@H](NC(=O)OC(C)(C)C)C(=O)N/N=C/c1cccc2nccnc12	3	3%	-4%	-9%	-6%	-7%	-6%	133%[activator]	-21%
CC(C)C(=O)NC(C)C(c1cccs1)N1CCN(C)CC1 (stereo not given)	-9	-11%	-1%	-13%	-4%	-13%	-5%	4%	i
CCC(=O)Nc1nnc(Sc2ccc(N(C)C)cc2)s1	1	50µM*	-1%	-7%	-9%	-4%	-9%	?	-10%
CCOc1cc(CNc2ccc3c(c2)CCC3)ccc1O	-17	9%	7%	?	-10%	5%	-4%	?	-6%
COc1ccc(OC)c(C2CC(=O)c3c([nH]c(C(=O)OCC4CCCO4)c3C)C2)c1 (stereo not given)	.	-1%	2%	-13%	-4%	-2%	10%	57%[activator]	0%
CCCN1CN(Cc2ccccc2)CC2=C1CC(C)(C)CC2=O	-16	?	8%	-15%	-1%	-3%	-12%	?	i
S=c1[nH]nc(CNc2cccc(Cl)c2)o1	4	27%	0%	-11%	-5%	-6%	7%	71%[activator]	0%
CC(C)(CN1CCCC1)NS(=O)(=O)c1ccc(Cl)cc1	-17	20%	56%[activator]	-2%	-1%	-1%	-12%	1%	4%
CCCn1c(C)cc(-c2csc(N)n2)c1C	-28	-5%	?	?	-4%	-8%	-9%	?	-1%
Cc1ccc(NC(=O)[C@H](CSCc2ccccc2)N2Cc3ccccc3C2=O)cc1	.	?	.	32%[activator]	-3%	-20%	-4%	18%	-2%
COc1ccc(C2CC(c3ccc(Br)cc3)=NN2C(=O)CSC2=NN3CCCC(=O)N=C3S2)cc1 (stereo not given)	-1	1%	5%	2%	-2%	-9%	-10%	-1%	2%
Cc1ccc(C(=O)Nc2ncn[nH]2)cc1	-7	7%	12%	-1%	-4%	-22%	0%	95%[activator]	3%
CC(=O)c1c(C)[nH]c(C(=O)N(CCc2ccccc2)Cc2ccccc2)c1C	8	21%	3%	-17%	-3%	-15%	-4%	36%[activator]	i
CC1=CCC(C(=O)O)(C(=O)N/N=C/c2cccnc2)C(c2ccccc2)C1 (stereo not given)	-13	21%	-7%	-12%	0%	-9%	-1%	75%[activator]	11%
CCc1nn(C(CC)C(=O)NCc2cccs2)c(=O)c2cc3occc3n12 (stereo not given)	13	33%	23%	-9%	-3%	-8%	-2%	31%[activator]	-1%
Cc1cc2nnn(-c3nnc(-c4ccccc4)c4ccccc34)c2cc1C	-11	24%	-2%	-11%	-3%	2%	-5%	5%	-6%
CCOC(=O)Cn1c(=O)n(-c2ccccc2OC)c2nc(-c3ccccc3)nc(C(N)=O)c21	.	-4%	.	-16%	-7%	-16%	-11%[60.1 µM]	5%	12%
CCOC(=O)C1CCCN(Cc2nc(Cc3cccc(F)c3)no2)C1 (stereo not given)	-4	24%	18%	-12%	-6%	-12%	-3%	41%	i
O=C1CCCS(=O)(=O)c2ccccc21	-7	0%	-2%	-1%	-3%	6%	-12%	67%[activator]	-2%
CCc1ccc2c(c1)c(=O)c(S(=O)(=O)c1ccccc1)cn2CC(=O)Nc1ccc(OC)cc1	.	7%	.	-14%	-4%	-8%	-5%	27%	2%
N#CC(C(=O)C1CCCCC1)c1nc2ccccc2[nH]1 (stereo not given)	4	3%	-4%	-15%	-1%	8%	-7%	32%	-1%
O=S(=O)(c1ccccc1C(F)(F)F)N1CCC(n2cnc3ccccc32)CC1	-10	34%	13%	-11%	0%	-16%	-3%	-3%	-2%
O=C(/C=C/c1ccccc1Cl)NC(=S)Nc1ccccc1C(=O)NC1CCCCC1	12	13%	-5%	-14%	0%	-8%	-3%	-6%	-5%[11.5 µM]
COc1ccc(-n2nc3c(c2NC(=O)C2CCCC2)CS(=O)(=O)C3)cc1	2	5%	-14%	0%	-5%	-17%	-7%	16%	-11%
CCCCNc1c(-c2ccc(OC)c(Sc3ccc(OC)cc3)c2)nc2cnccn12	.	.	-21%	.	.	-19%	-15%	?	-4%
O=C(C#Cc1cccc([N+](=O)[O-])c1)c1ccccc1	.	1%	0%	-18%	-4%	.	.	.	.
O=C(NC1CC1)C1=C[C@H](c2csc3ccccc23)C[C@H](OCCCCO)O1	.	1%	6%	-6%	-3%	-6%	-6%	-9%	4%
CC(C)(C)C(=O)Cn1nc(Cl)nc1Cl	-11	15%	3%	-16%	-1%	-16%	-14%	106%[activator]	-8%
COc1cccc(-c2noc(-c3ccc(Cl)nc3)n2)c1	2	11%	-5%	-3%	0%	-12%	6%	4%	-6%
Cc1cc(C2C(=O)C(C(=O)c3ccc(Cl)cc3)C(=O)CC2(C)C)on1 (stereo not given)	0	1%	-4%	-9%	2%	-2%	-12%	1%	-3%
O=C(Cc1ccc(-n2c(=O)c3ccccc3n(Cc3ccccc3F)c2=O)cc1)NCC1CCCO1 (stereo not given)	5	-20%	4%	-5%	-9%	-17%	-5%	-9%	0%
CC1CCC2C(C1)Nc1c(C(=O)O)cccc1C2(C)C (stereo not given)	-7	-15%	24%	2%	-2%	-19%	0%	80%[activator]	-2%
O=S(=O)(NCCc1cccs1)c1ccc(Br)cc1	-30	-2%	-5%	-10%	-11%	0%	0%	10%	4%

5 structures out of the list, ordered by heavy-atom count, high to low:
SMILES	RXFP1 antag	Pol beta inh	APE1 inh	Anesthetic bind	BLM helicase inh	Pol eta inh	POLK inh	Pol iota inh	PGK inhibitor
O=C(Cc1ccc(-n2c(=O)c3ccccc3n(Cc3ccccc3F)c2=O)cc1)NCC1CCCO1 (stereo not given)	5	-20%	4%	-5%	-9%	-17%	-5%	-9%	0%
O=C(NC1CC1)C1=C[C@H](c2csc3ccccc23)C[C@H](OCCCCO)O1	.	1%	6%	-6%	-3%	-6%	-6%	-9%	4%
COc1ccc(-n2nc3c(c2NC(=O)C2CCCC2)CS(=O)(=O)C3)cc1	2	5%	-14%	0%	-5%	-17%	-7%	16%	-11%
O=C(C#Cc1cccc([N+](=O)[O-])c1)c1ccccc1	.	1%	0%	-18%	-4%	.	.	.	.
O=S(=O)(NCCc1cccs1)c1ccc(Br)cc1	-30	-2%	-5%	-10%	-11%	0%	0%	10%	4%

(continued)
SMILES	RXFP1 antag	Pol beta inh	APE1 inh	Anesthetic bind	BLM helicase inh	Pol eta inh	POLK inh	Pol iota inh	PGK inhibitor
O=C(N/N=C/c1cccnc1)c1cc(Br)ccc1O	1	2%	26%	-8%	-1%	-11%	-8%	-27%	-5%
O=C(NCc1ccc(F)cc1)c1cnc2sccn2c1=O	.	-14%	12%	-6%	-4%	-10%	-10%	?	-2%
O=C(CP(=O)(c1ccccc1)c1ccccc1)Nc1nc2ccccc2s1	-15	22%	14%	3%	-3%	-9%	-7%	115%[activator]	5%
O=C(c1cccc(S(=O)(=O)N2CCc3ccccc32)c1)N1CCOCC1	-10	.	3%	.	.	-3%	-8%	3%	9%
CCCCCCCCCOC1OC(CO)C(O)C(O)C1NC(C)=O (stereo not given)	-5	-1%	6%	2%	0%	-5%	0%[60.1 µM]	62%[activator]	i
CC1(C)NC(=O)N(CCCCOc2cccc(C(F)(F)F)c2)C1=O	8	20%	10%	-19%	-3%	-5%	-8%	7%	-3%
CCOC(=O)C1CCN(C(=O)/C(C)=C\c2ccccc2)CC1	-6	10%	5%	-8%	-1%	-12%	10%	9%	-2%
O=C(Nc1cccc(Cl)c1)C1COc2ccccc2O1 (stereo not given)	-2	21%	19%	?	-8%	-14%	4%	-20%	-2%
Cc1cc(S(=O)(=O)Nc2c(C(=O)O)[nH]c3ccccc23)ccc1F	-7	37%	-2%	-8%	-3%	-13%	5%	11%	-8%
CC(C)CCCCCCNC(=S)Nc1ccc(S(=O)(=O)N2CCOCC2)cc1	.	10%	?	?	-4%	?	-4%	-2%	2%
CCN(Cc1nc2ccccc2c(=O)[nH]1)C(=O)c1cccc(OCc2c(C)noc2C)c1	-9	.	26%	.	.	-13%	-14%	16%	i
Cc1nc2cc(NC(=O)COc3ccccc3C#N)ccc2n1-c1ccccc1	-13	4%	-1%	-8%	-4%	4%	-8%	6%	-2%
CCOc1ccc2nc(COC(=O)c3cccs3)c(C(C)=O)[n+]([O-])c2c1	-6	-3%	0%	-3%	-10%	-2%	-2%	47%[activator]	-6%
COc1ccc(N2C(=O)CC(N3CCN(Cc4ccc5c(c4)OCO5)CC3)C2=O)cc1 (stereo not given)	-5	17%	4%	-1%	-2%	-4%	-3%	25%	-4%
CCn1c(SC)nnc1C1CCN(S(=O)(=O)c2ccc(OC)cc2)CC1	7	23%	1%	-9%	2%	-7%	-8%	33%[activator]	-6%
COc1ccc(NC(=O)Nc2cccc3c2O[C@H](CN(C)S(C)(=O)=O)[C@@H](C)CN([C@H](C)CO)C3=O)cc1	.	.	12%	.	.	-9%	-11%	6%	6%
FC(F)(F)c1ccccc1NC(=S)N1CCCC1	12	-18%	-7%	5%	0%	-3%	-10%	?	0%

The list is partial; count on the stated rates, not on these rows.
